AmpC inh detg: qHTS Inhibitors of AmpC Beta-Lactamase (assay with detergent); Potency, µM (titrated, usually from 114 µM), for inactives: at the highest dose activity change, negative = inhibition, most hits filed as inhibitors; 0.041% of 370,000 active; AmpC hydrolysis of nitrocefin, absorbance 480 nm, 0.01% Triton; P00811;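 further: potency means the concentration at half of the fitted maximal effect; 0% = no-compound wells and -100% = no-enzyme wells; nearly all actives have a fitted effect of over 25% in size; some results filed as inactive show a strong effect at the top dose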
Target sequence (P00811 whole entry, looked up): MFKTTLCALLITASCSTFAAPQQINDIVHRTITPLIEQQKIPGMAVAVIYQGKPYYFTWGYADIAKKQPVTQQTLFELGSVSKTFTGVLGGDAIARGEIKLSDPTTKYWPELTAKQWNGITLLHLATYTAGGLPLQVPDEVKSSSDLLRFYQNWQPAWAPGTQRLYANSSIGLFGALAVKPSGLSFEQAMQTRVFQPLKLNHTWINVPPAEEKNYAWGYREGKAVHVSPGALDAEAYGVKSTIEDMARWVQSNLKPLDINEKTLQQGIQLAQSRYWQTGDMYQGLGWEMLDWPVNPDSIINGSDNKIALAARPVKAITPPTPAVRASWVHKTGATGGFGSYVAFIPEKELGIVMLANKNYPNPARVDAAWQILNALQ
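AmpC (5.3 nM in the dispensed reagent) in 20 mM phosphate pH 7.0 with 0.01% (detergent screen) or 0.0001% Triton X-100 was preincubated with compounds for 15 min at room temperature. Nitrocefin was then added from an 800 uM solution, and hydrolysis was followed at 480 nm.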
AmpC no deterg: qHTS Inhibitors of AmpC Beta-Lactamase (assay without detergent). P00811. AmpC nitrocefin hydrolysis, absorbance 480 nm, 0.0001% Triton. Potency, µM (top dose mostly 57.1 µM), for inactives: at the highest dose activity change, negative = inhibition, usual class: inhibitors. 0.52% of 330,000 active;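 further: potency means the concentration at half of the fitted maximal effect; plate controls were no compound for no effect and no enzyme for full effect; nearly all actives have a fitted effect of over 20% in size; some results filed as inactive show a strong effect at the top dose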
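20 mM phosphate pH 7.0 + 0.01% (detergent screen) or 0.0001% Triton X-100; 5.3 nM AmpC reagent; cpd preinc 15 min RT; nitrocefin (800 uM stock) to start; A480 q20 s × 4 min; Activity was normalised to no-enzyme and no-compound control wells.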
AMA1 RON2 block: qHTS for Inhibitors of AMA1-RON; Towards Development of Antimalarial Drug Lead: Primary Screen; Plasmodium falciparum AMA1 (3D7) - RON2 peptide interaction; AlphaScreen AMA1-biotinylated RON2 peptide binding; Potency, µM (titrated, usually from 58.2 µM), for the others: at the highest dose activity change, negative = inhibition, hits mostly inhibitors; 0.2% of 360,000 active;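 further: potency means the concentration at half of the fitted maximal effect; 0% = vehicle wells and -100% = peptide control; nearly all actives have a fitted effect of over 45% in size; some results filed as inactive show a strong effect at the top dose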
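AMA1 (3D7) with his tag at 25 nM final met compounds first, then biotinylated RON2 peptide at 25 nM; detection used donor plus acceptor beads, 10 µg/mL apiece, read by AlphaScreen after 30 min at room temperature.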
FBPA Giardia inh: qHTS Assay for Inhibitors of Fructose-1,6-bisphosphate Aldolase from Giardia Lamblia; A8B2U2; 0.71% of 290,000 active; Potency, µM (doses to about 59.6 µM), inactives show top-dose activity, negative = inhibition, most hits filed as inhibitors; purified Giardia FBPA; further: potency means the concentration at half of the fitted maximal effect; on the % scale 0 is the no-effect control and ±100 the full control effect; nearly all actives have a fitted effect of over 55% in size
Target sequence (A8B2U2 whole entry, looked up): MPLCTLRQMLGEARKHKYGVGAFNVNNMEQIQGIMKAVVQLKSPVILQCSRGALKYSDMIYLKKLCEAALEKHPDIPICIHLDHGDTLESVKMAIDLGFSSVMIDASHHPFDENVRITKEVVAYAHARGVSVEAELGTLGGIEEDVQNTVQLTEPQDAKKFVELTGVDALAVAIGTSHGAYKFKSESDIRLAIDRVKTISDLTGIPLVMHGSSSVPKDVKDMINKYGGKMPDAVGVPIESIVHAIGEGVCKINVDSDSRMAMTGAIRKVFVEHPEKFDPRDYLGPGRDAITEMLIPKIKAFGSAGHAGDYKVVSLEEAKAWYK
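Giardia FBPA (40 nM reagent) was preincubated 10 min at RT with compound (up to 57.5 uM final), then substrate plus GAPDH/TPI/NAD/arsenate coupling system with diaphorase/resazurin was added; resorufin fluorescence (525/598 nm) was read after 20 min.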
HCMV antiviral: qHTS Assay for inhibitors of the human cytomegalovirus (HCMV) | 4.5% of 410,000 active | activity change, negative = inhibition, % at 57.5 µM | HFF cells, HCMV-luciferase reporter, 72 h; active compounds read low; in the data active means activity change below about -60%; inconclusive means no clear call, values can overlap the other calls; inactive means above about -39%; further: on the % scale 0 is the no-effect control and ±100 the full control effect
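Steps: HFFs plated, 16 h 37C; compounds added; HCMV-luciferase added to MOI 1 PFU/cell; 72 h 37C; OneGlo reagent, 5 min room temperature; luminescence read, normalized to controls.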
Cycloheximide cs: Cycloheximide Counterscreen for Small Molecule Inhibitors of Shiga Toxin; 12% of 300,000 active; cell reporter, cycloheximide protein synthesis inhibition counterscreen; max response, %; in the data active means max response mostly above about 13%, no sharp cut-off; inactive means mostly below about 14%; further: read at 38.3 µM for the half of the compounds with a filed dose; 0% is about no effect
Shiga inhibitor: A qHTS for Small Molecule Inhibitors of Shiga Toxin. Vero cells, Shiga toxin protein synthesis inhibition reporter. inhibition, % at 38.7 µM. 9.2% of 290,000 active. AID 2315, 2010; in the data active means inhibition mostly above about 28%, no sharp cut-off; inactive means mostly below about 43%; further: 0% is about no effect
An asterisk follows results filed as active; ? = inconclusive; · = not tested or not shown; & = joins results of further samples; [ ] = another dose, or the depositor's remark. Unless noted, the call rests on the fitted dose curve; in most records, active means well fitted curve in the direction sought with a large enough effect; inconclusive means small, poorly fitted or top-dose-only effect, or another doubt; inactive means no such curve, though single readings can be large; an effect the other way counts as inactive or inconclusive.

SMILES | AmpC inh detg | AmpC no deterg | AMA1 RON2 block | FBPA Giardia inh | HCMV antiviral | Cycloheximide cs | Shiga inhibitor
O=C(NCc1ccccc1)Nc1cccn(Cc2ccc(F)cc2)c1=O | -6% | -37% | -9% | -12% | -32 | 9 | -3
COc1ccc(CCNC(=O)C2CCCN(S(C)(=O)=O)C2)cc1OC (stereo unspecified) | 0% | -22% | 0% | 9% | 6 | -2 | 35
COc1ccc(Cl)cc1S(=O)(=O)N1CCCC(C(=O)NCCc2ccccc2)C1 (stereo unspecified) | 2% | -2% | -7% | · | -29 | 4 | 22
COc1ccc(S(=O)(=O)N2CCC(C(=O)N3CCCCC3)CC2)cc1 | ? | 14% | -1% | -3% | ? | -3 | -2
COc1ccc(C=NCC2COc3ccccc3O2)cc1OC (stereo unspecified) | -14% | -20% | 8% | -3% | 26 | -1 | 12
CCc1ccc(NC(=O)C2CCN(S(=O)(=O)c3c(C)noc3/C=C/N(C)C)CC2)cc1 | 2% | -8% | -3% | · | 6 | -2 | 2
CCOc1c(OC)cc(C2C(C#N)=C(N)Oc3n[nH]c(-c4ccncc4)c32)cc1OC (stereo unspecified) | -6% | -25% | -3% | -6% | -18 | -2 | -10
Cc1ccc(NC(=O)c2nc[nH]c2C(=O)N2CCC(C)CC2)cc1 | 6% | -4% | 58%[activator] | -9% | -4 | -2 | 1
CCC(C(=O)N1CCN(S(=O)(=O)c2sc(C(=O)O)c(C)c2C(=O)O)CC1)c1ccccc1 (stereo unspecified) | -6% | -18% | 0% | · | 49 | · | ·
O=C(COC(=O)/C=C/c1ccccc1)Nc1ccccc1Br | 2% | -16% | 2% | 7% | -17 | 10 | -9
COC(=O)c1ccc(Sc2ccc(Cl)cc2)c(N)c1 | -25% | -25% | 44%[activator] | -2% | -4 | 10 | 20
CCOc1ccc(NC(=O)CSc2nc3[nH]ncc3c(=O)n2-c2ccccc2OC)cc1 | ? | -46% | 0% | -1% | ? | 8 | 10
CC1CN(C(=O)C2CCCC2)C(C)CN1C(=O)C1CCCC1 (stereo unspecified) | -6% | -3% | 6% | -1% | 25 | 2 | -23
CC(=O)N1CCN(CC(=O)Nc2sccc2C#N)CC1 | 3% | -21% | -11% | -7% | 8 | -3 | -9
CCC12CN3CC(CC)(CN(C1)C31C(=O)N(C)c3ccc(C)cc31)C2=O (stereo unspecified) | -8% | -5% | 8% | 6% | -17 | -3 | -7
COc1cc(/C=C2\SC(=S)N(N3CCOCC3)C2=O)cc(OC)c1OC | -10% | -6% | -4% | 0% | 57 | 2 | 9
COc1ccc(C(=O)c2ccc(OC)c(OC)c2)cc1OC | -3% | -2% | -13% | -10% | -14 | -4 | 16
O=C(NNC(=S)Nc1ccccc1Cl)C1CC1 | -8% | -24% | 84%[activator] | ? | -7 | -5 | 13
COC(=O)C1=C(C(=O)OC)[C@@H]2Nc3ccccc3[C@@]23C[C@@H](C(=O)OC)N(C(=O)c2ccc(Br)cc2)C3=N1 | 1% | 118%[activator] | -10% | 7%[12.9 µM] | · | -4 | -8
COc1ccc(S(=O)(=O)N(C)c2ccc(C(=O)Nc3cccnc3)cc2)cc1OC | 2% | 32% | -3% | · | 1 | 2 | -14
O=C(CC(=O)c1ccccc1O)c1ccc(F)cc1 | 3% | -34% | 17% | -28% | 23 | 49* | 70*
CC(=O)N1c2ccc(S(=O)(=O)CCC(=O)O)cc2CC1C (stereo unspecified) | 0% | -13% | 5% | -1% | 63 | 1 | -22
O=C(Nc1ccc(C(F)(F)F)cc1)C1CCN(c2cnccn2)CC1 | -6%&18% | 15% | 0% | -3% | ? | -3 | -7
CC(C)=NN1C(c2nonc2N)=NOC1(C)C | -1% | -8% | 0% | 0% | ? | -2 | -5
CC(=O)/C(=N/Nc1ccccc1[N+](=O)[O-])N1CCCc2ccccc21 | 1% | -30% | 8.9µM* | 4% | 1 | 9 | 21
Cc1ccc(/C=N/n2cnc3sc(C)c(C)c3c2=O)o1 | -2% | -18% | -7% | -1% | ? | 26* | 47
Cn1c(=O)c(C(=O)NNC(=O)c2cccc(Cl)c2)c(O)c2ccccc21 | 3% | -20% | 32%[activator] | 8% | ? | -5 | -4
Cc1cc(OC(=O)c2cccc(Cl)c2)c([N+](=O)[O-])c(=O)[nH]1 | 0% | -12% | ? | · | -30 | 12 | 12
CC(C)=CC(=O)N1CCCC(N2CCN(c3ccccc3C)CC2)C1 (stereo unspecified) | -14% | 77% | -3% | 9% | -1 | -4 | -13
CCOc1ccc(N2CC(C(=O)Nc3cccc(C)c3C)CC2=O)cc1 (stereo unspecified) | -15% | -16% | 17% | 4% | 64 | 1 | -3

3 compounds picked at random from those above, as already listed:
SMILES | AmpC inh detg | AmpC no deterg | AMA1 RON2 block | FBPA Giardia inh | HCMV antiviral | Cycloheximide cs | Shiga inhibitor
Cn1c(=O)c(C(=O)NNC(=O)c2cccc(Cl)c2)c(O)c2ccccc21 | 3% | -20% | 32%[activator] | 8% | ? | -5 | -4
CC(C)=CC(=O)N1CCCC(N2CCN(c3ccccc3C)CC2)C1 (stereo unspecified) | -14% | 77% | -3% | 9% | -1 | -4 | -13
CC(=O)/C(=N/Nc1ccccc1[N+](=O)[O-])N1CCCc2ccccc21 | 1% | -30% | 8.9µM* | 4% | 1 | 9 | 21

Returning to the listing, repeating the 2 entries before the break.
SMILES | AmpC inh detg | AmpC no deterg | AMA1 RON2 block | FBPA Giardia inh | HCMV antiviral | Cycloheximide cs | Shiga inhibitor
CC(C)=CC(=O)N1CCCC(N2CCN(c3ccccc3C)CC2)C1 (stereo unspecified) | -14% | 77% | -3% | 9% | -1 | -4 | -13
CCOc1ccc(N2CC(C(=O)Nc3cccc(C)c3C)CC2=O)cc1 (stereo unspecified) | -15% | -16% | 17% | 4% | 64 | 1 | -3
Cc1cc(C)c(S(=O)(=O)N2CCC(C(=O)NCc3ccco3)CC2)c(C)c1 | 4% | · | 13% | 13% | -8 | 11 | 4
CCNC(=S)N1CCC(C(=O)c2ccc3c(c2)OCCO3)CC1 | 1% | -3% | -1% | 4% | 4 | 11 | 26
O=C(O)c1ccc(F)c(S(=O)(=O)Nc2ccccc2)c1 | 0% | -15% | -1% | 2% | -3 | -4 | 2
COc1cccc(/C=N/n2nnnc2N)c1 | -10% | -10% | -1% | 2% | 2 | 10 | 20
O=[N+]([O-])c1cc2c(cc1C=Nc1ccccc1)OCO2 | -13% | -37% | 18% | · | · | -3 | -6
CCn1cc(C(=O)OCc2ccccc2)c(=O)c2ccc(C)nc21 | ? | -9% | -3% | 3% | -12 | 1 | -2
O=C(CN1CCN(S(=O)(=O)c2ccc(Br)cc2)CC1)Nc1ccccc1F | -15% | 42% | -3% | -6% | 14 | -1 | -11
Oc1nc(-c2ccc(Cl)cc2)n2ccncc12 | 3% | -18% | -3% | -4% | ? | -2 | -11
O=C(N1CCCCC1)C1(c2ccccc2)CCCCC1 | -11% | 5% | -2% | -1% | -25 | -1 | -16
CCCCn1c(CCNC(=O)c2ccco2)nc2ccccc21 | 8% | -6% | -8% | · | -21 | -2 | 11
COc1ccc(CC(=O)Nc2ccc(S(=O)(=O)N3CCCC3)cc2)c(OC)c1 | 0% | -25% | -10% | · | -5 | · | ·
CC1(c2ccccc2Br)NC(=O)N(CC(=O)Nc2ccc(S(N)(=O)=O)cc2)C1=O (stereo unspecified) | -12% | -27% | -6% | -1% | 2 | -3 | -5
Nc1c(-c2cccc(Cl)c2)cnn1-c1cccc(C(F)(F)F)c1 | 0% | -28% | -1% | -6% | -18 | 31* | 58*
CC(=O)Nc1ccc(S(=O)(=O)N2CCSCC2)cc1 | ? | -5% | 4% | 5% | -13 | -5 | -8
COc1ccc(CNC(=O)c2ccc(S(=O)(=O)NCc3ccco3)cc2)cc1 | 3% | -22% | -9% | · | 46 | · | ·
COC(=O)[C@]1(C)CCC[C@@]2(C)C3CC[C@@]4(C)C[C@]3(CCC21)CC(=O)N4Cc1ccc(OC)cc1 (stereo partly specified) | 5% | 65%[activator] | -12% | · | 6 | · | ·
Cc1ccc(NC(=O)NCCCN2CCCC2=O)cc1 | -7% | -30% | 7% | 3% | 56 | 14* | 30
Cc1cc(C)cc(C(=O)Nc2ccc(N3CCN(C(=O)c4ccco4)CC3)cc2)c1 | -9% | -10% | -20% | 6% | -36 | 1 | -1
COc1cccc(C2=NN(C(=O)c3cccs3)C(O)(C(F)(F)F)C2)c1 (stereo unspecified) | 8% | -37% | -5% | -4% | 39 | 13 | 4
O=c1c2ccccc2c(C=Nc2ccccc2O)c(O)n1-c1nccs1 | 0% | -45% | 26% | 5% | -37 | 0 | 16
Cc1ccccc1N=C(NOCc1ccccc1)c1nonc1N | -9% | -24% | -12% | -7% | -8 | -2 | 14
Cc1ccc(/C=C/C(=O)NCCCn2ccnc2)cc1 | 1% | 11% | -4% | 13% | 20 | -3 | -13
COC(=O)c1cc(=O)n(Cc2ccc3c(c2)OCO3)c(=Nc2ccc(F)cc2)s1 | ? | -25% | -5% | -26% | 26 | -2 | 18
Cc1ccc(OCCCN2C(=O)C(=O)c3cc(C)ccc32)cc1 | 7% | -12% | -8% | -2% | -4 | -1 | -7
CCN(c1ccccc1)c1cc2ccccc2c(=O)[nH]1 | -12% | -17% | 5% | ? | -64* | -5 | 14
CCC(CO)Oc1cc(NCc2ccccc2C(F)(F)F)c2ncn(C(C)C)c2c1 (stereo unspecified) | · | 92%[activator] | -19% | · | 70 | · | ·
O=C(CCCN1C(=O)CSc2ncccc21)N1CCN(c2cccc(C(F)(F)F)c2)CC1 | 0% | 135%[activator] | 0% | 1% | -27 | -1 | -11
O=[N+]([O-])c1cccc(-c2n[nH]c(=S)n2-c2ccc(Br)cc2)c1 | -5% | -47% | 39%[activator] | 30% | -28 | -4 | -9
COC(=O)c1cc(C(=O)N2CCc3ccccc32)cc([N+](=O)[O-])c1 | -20% | -10% | 0% | 5% | 41 | -2 | -4
CCS(=O)(=O)Nc1c(C(=O)OC)[nH]c2ccccc12 | ? | -20% | 0% | -5% | 36 | 5 | 3
CCOc1ccc(Cn2nnc(C(=O)NCc3ccc(OC)cc3)c2N)cc1 | -2% | -1% | -5% | -3% | -1 | -3 | -9
Cn1c(-c2ccccc2)cccc1=O | -7% | 1% | -5% | -5% | 33 | 5 | 30
O=C(CCC1CCCCC1)Nc1cc(C(F)(F)F)ccc1N1CCOCC1 | ? | ? | 21% | · | -17 | · | ·
CCOC(=O)N1CCC(NC(=O)CCS(=O)(=O)c2ccc3c(c2)CCN3C(=O)CC)CC1 | -1% | -2% | 3% | 7% | -23 | -1 | 6
COc1cc(C)c(Cc2cnc(N)nc2N)cc1OC | 1% | -24% | · | 4% | · | -6 | 10

An unsorted share of the library, and some 16% of all compounds hit somewhere here.
